Screening data: PubChem, Sanford-Burnham Center for Chemical Genomics
HKDC1 inh = HKDC1 hexokinase inhibitors, primary screen, biochemical, fluorescence, uHTS. recombinant HKDC1, G6PDH/diaphorase resazurin coupled fluorescence. inhibition, % at 20 µM. hit rate 0.16% among 340,000. AID 493160, 2011;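 active = inhibition above about 35% when tested at 20 µM, limit read from the data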;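 also: plate controls were DMSO wells with enzyme for no effect and DMSO wells lacking enzyme for full effect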
Target sequence (Q2TB90 whole entry, looked up): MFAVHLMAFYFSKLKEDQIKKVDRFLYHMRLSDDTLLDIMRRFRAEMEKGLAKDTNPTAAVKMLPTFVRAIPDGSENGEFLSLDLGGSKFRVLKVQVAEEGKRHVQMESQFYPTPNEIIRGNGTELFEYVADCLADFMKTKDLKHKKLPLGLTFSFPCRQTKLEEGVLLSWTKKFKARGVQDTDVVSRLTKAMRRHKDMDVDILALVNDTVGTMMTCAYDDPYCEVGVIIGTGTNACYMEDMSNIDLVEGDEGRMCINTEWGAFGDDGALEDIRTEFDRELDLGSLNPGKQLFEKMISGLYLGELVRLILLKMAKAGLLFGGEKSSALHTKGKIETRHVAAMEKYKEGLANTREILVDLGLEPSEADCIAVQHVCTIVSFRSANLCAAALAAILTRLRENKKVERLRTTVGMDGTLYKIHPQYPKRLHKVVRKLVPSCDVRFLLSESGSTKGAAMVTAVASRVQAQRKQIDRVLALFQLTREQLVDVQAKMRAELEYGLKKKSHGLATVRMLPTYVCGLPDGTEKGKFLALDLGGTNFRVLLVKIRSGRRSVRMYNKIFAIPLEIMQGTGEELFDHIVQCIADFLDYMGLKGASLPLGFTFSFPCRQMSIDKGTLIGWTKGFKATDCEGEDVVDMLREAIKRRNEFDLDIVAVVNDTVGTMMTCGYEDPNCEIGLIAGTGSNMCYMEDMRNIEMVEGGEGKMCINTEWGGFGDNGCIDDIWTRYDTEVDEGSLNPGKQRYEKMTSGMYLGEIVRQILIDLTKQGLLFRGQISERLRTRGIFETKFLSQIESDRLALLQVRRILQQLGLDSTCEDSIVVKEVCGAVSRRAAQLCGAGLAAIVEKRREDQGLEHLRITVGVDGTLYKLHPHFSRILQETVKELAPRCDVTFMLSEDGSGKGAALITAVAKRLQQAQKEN
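Assay system: recombinant HKDC1 hexokinase; detection: coupled resazurin fluorescence, excitation 525 nm, emission 613 nm; benchmarks: DMSO-plus-enzyme-mix negative control, buffer-substituted positive control; compound dosing: single 20 µM dose; schedule: 90 min at room temperature in dark; also added: glucose plus 1 mM ATP as hexokinase substrates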
SENP1 FRET inh = human SENP1 catalytic domain inhibitors, primary screen, biochemical, FRET, uHTS. Sentrin-specific protease 1 (Homo sapiens), Q9P0U3. recombinant SENP1 catalytic domain, CyPet-SUMO1-YPet FRET cleavage. inhibition, % at 10 µM. hit rate 0.21% among 360,000;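 active = inhibition at least 30% at 10 µM, raw YFP signal under a set limit, fluorescence ratio 0.5 to 1.5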;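 also: 0% = enzyme with DMSO and 100% = no enzyme wells; some results filed as inactive read as strong as hits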
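Assay system – human recombinant His6-tagged SENP1 catalytic domain enzyme · Input – SENP1 enzyme, 20 pM final · Buffer or medium – Tris pH 8 buffer plus EDTA, NaCl, BME, BSA, NP40, catalase · Schedule – 50 min reaction at room temperature · Technique – FRET read of cyan and yellow fluorescence · Control set – no-enzyme wells low, DMSO-plus-enzyme wells high control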
PfG6PD inh = PfG6PD enzyme inhibitors, primary screen, biochemical, fluorescence intensity, uHTS; glucose-6-phosphate dehydrogenase-6-phosphogluconolactonase (Plasmodium falciparum 3D7); PfGluPho enzyme, NADPH resazurin-diaphorase fluorescence; inhibition, % at 20 µM; hit rate 0.78% among 350,000;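 active = inhibition reaching at least a set limit at 20 µM in the primary screen, cut at about 59% in these data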;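 also: 0% = DMSO wells with substrate and 100% = DMSO wells lacking glucose-6-phosphate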
SENP7 inh = SENP7 protease inhibitors, primary screen, biochemical, luminescence, uHTS. Sentrin-specific protease 7 (Homo sapiens), Q9BQF6. recombinant SENP7, Z-RLRGG-aminoluciferin luminescence, 40 min. inhibition, % at 5 µM. hit rate 1.5% among 330,000. AID 434973, 2010;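 active = inhibition above about 50% at the single test dose, limit read from the data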;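 also: plate controls were DMSO with enzyme for no effect and no enzyme buffer wells for full effect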
SENP8 block-1 = SENP8 protease inhibitors, primary screen, biochemical, luminescence; AID 2540, 2010; purified SENP8, Z-RLRGG-aminoluciferin cleavage; inhibition, % at 10 µM; hit rate 1.2% among 330,000; Sentrin-specific protease 8 (Homo sapiens), Q96LD8; in the data active = inhibition above about 50%
Target sequence (Q96LD8 whole entry, looked up): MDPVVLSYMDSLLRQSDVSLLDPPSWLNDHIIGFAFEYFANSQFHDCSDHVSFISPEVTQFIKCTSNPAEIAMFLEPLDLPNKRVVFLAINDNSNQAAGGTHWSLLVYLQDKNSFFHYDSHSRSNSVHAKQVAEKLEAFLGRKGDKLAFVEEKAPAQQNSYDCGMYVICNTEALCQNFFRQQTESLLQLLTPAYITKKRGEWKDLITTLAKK
Apaf-1 inh = inhibitors of human Apaf-1 apoptosome, primary screen, biochemical, DEVD-Rh110 fluorescence, uHTS | Apoptotic protease-activating factor 1 (Homo sapiens), O14727 | reconstituted apoptosome caspase-3 activity | inhibition, % at 20 µM | hit rate 0.71% among 330,000; active = inhibition of at least 40% at 20 µM;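 also: plate controls were DMSO wells for no effect and DEVD-CHO caspase inhibitor wells for full effect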
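Material: cell-free apoptosome with Apaf-1, procaspase-3 and caspase-9; Buffer or medium: Hepes pH 7.5 with detergent and BSA; Reagent: cytochrome c trigger plus (Z-DEVD)2-Rh110 caspase-3 substrate; Times: compound with Apaf-1, dATP, procaspase-3 30 min, then 50 min reaction, room temperature; Technique: Rh110 fluorescence intensity.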
SENP8 block-2 = human SENP8 protease inhibitors, primary screen, biochemical, fluorescence, Nedd8 protein substrate, uHTS; hit rate 0.64% among 360,000; AID 602440, 2012; inhibition, % at 20 µM; recombinant SENP8; Sentrin-specific protease 8 (Homo sapiens), Q96LD8; in the data active = inhibition mostly above about 40%, no sharp cut-off; inactive = mostly below about 27%
SENP6 inh = SENP6 protease inhibitors, primary screen, biochemical, luminescence, uHTS. Sentrin-specific protease 6 (Homo sapiens), Q9GZR1. inhibition, % at 10 µM. AID 2599, 2010. hit rate 1.8% among 330,000. Recombinant SENP6 catalytic domain, aminoluciferin luminescence;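 active = inhibition above about 50% at the single tested dose, limit read from the data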;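 also: plate controls were DMSO wells with enzyme for no effect and DMSO wells lacking enzyme for full effect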
Active calls of the source: *; i = inactive; x = not tested or not shown.

Letters – A = HKDC1 inh; B = SENP1 FRET inh; C = PfG6PD inh; D = SENP7 inh; E = SENP8 block-1; F = Apaf-1 inh; G = SENP8 block-2; H = SENP6 inh
1. O=C(Cn1nnc(-c2ccccc2)n1)NNC(=O)c1ccccc1
  A = -3 | B = -1 | C = -7 | D = 2 | E = -3 | F = -28 | G = 8 | H = -14

2. Fc1ccc(/C=C/c2nnc(-c3cccs3)o2)cc1
  A = -3 | B = -1 | C = 1 | D = 67* | E = 20 | F = 1 | G = -409 | H = 61*

3. CCCCC1=CC2=CC(=O)C(C)(OC(=O)CC)C(=O)C2=CN1c1cccc(C#N)c1 (stereo not drawn)
  A = 16 | B = -40 | C = 10 | D = 0 | E = -2 | F = 18 | G = -151 | H = 2

4. Nc1cnn(C2CCCO2)c(=O)n1 (stereo not drawn)
  A = -12 | B = 0 | C = -11 | D = -8 | E = -12 | F = -3 | G = 8 | H = -37

5. O=C(Nc1ccc(Cl)cc1Cl)C1=Cc2ccccc2OC1
  A = -1 | B = -2 | C = 8 | D = 51* | E = 38 | F = 1 | G = -83 | H = 43

6. CCC(C)[C@H](Nc1nc(-c2ccccc2)nc2c1oc1ccccc12)C(=O)O (stereo partly drawn)
  A = 0 | B = 1 | C = -27 | D = 6 | E = -4 | F = 24 | G = 3 | H = -24

7. CCN1CCN(C(CNS(=O)(=O)c2ccc(C)cc2)c2cccnc2)CC1 (stereo not drawn)
  A = -2 | B = -4 | C = -1 | D = -1 | E = 0 | F = 8 | G = 0 | H = 8

8. CC1CCN(C(=O)COC(=O)c2ccc(=O)n(Cc3ccccc3)n2)CC1
  A = 2 | B = 3 | C = -8 | D = 3 | E = 5 | F = 2 | G = 1 | H = 9

9. NC(=O)C1CCN(C(=O)c2ccc3c(c2)S(=O)(=O)c2ccccc2C3=O)CC1
  A = -2 | B = 0 | C = -17 | D = 3 | E = 3 | F = 3 | G = 6 | H = -5

10. COc1ccc(N2C(=O)c3ccc(C(=O)Nc4ccccc4OC)cc3C2=O)cc1
  A = -5 | B = 1 | C = -7 | D = -14 | E = -7 | F = 19 | G = 14 | H = -6

11. Clc1ccc(-c2cc(-c3ccccn3)on2)c(Cl)c1
  A = 4 | B = 1 | C = 11 | D = 99* | E = 98* | F = 6 | G = 2 | H = 95*

12. O=C(CSc1nc2cc(Cl)ccc2s1)c1ccco1
  A = 4 | B = -15 | C = 113* | D = 3 | E = 0 | F = 4 | G = 22 | H = -5

13. CC1(C)N=C(N)N=C(N)N1c1cccc(C(=O)O)c1
  A = -14 | B = 0 | C = 19 | D = -9 | E = -6 | F = -8 | G = 10 | H = -1

14. CC(C)CCN1CCN(Cc2cccn2-c2ccccn2)CC1CCO (stereo not drawn)
  A = 11 | B = -3 | C = -2 | D = 0 | E = 3 | F = -1 | G = 11 | H = -8

15. CN1C[C@@H]2[C@@H]3C(=O)N(C)C(=O)[C@@H]3[C@](Cc3ccccc3)(C1=O)N2C(=O)c1ccc(F)cc1
  A = -1 | B = 7 | C = 3 | D = x | E = x | F = x | G = 0 | H = x

16. CCSc1ccccc1C(=O)Nc1cc(OC)c(OC)c(OC)c1
  A = -9 | B = -1 | C = 1 | D = 6 | E = 0 | F = 0 | G = -9 | H = -7

17. O=C(CSc1nnc(CNc2ccc(Cl)cc2)o1)Nc1nc2c(s1)CCCC2
  A = 5 | B = 0 | C = -1 | D = 2 | E = -2 | F = 14 | G = 15 | H = 4

18. CCOc1ccc(OCC)c(NC(=O)CN(C)S(=O)(=O)c2ccc3nc(C)sc3c2)c1
  A = -6 | B = 9 | C = 7 | D = 10 | E = 6 | F = 5 | G = 16 | H = 9

19. Cc1ccc2[nH]c3c(c2c1)CN(C(C)C)CC3
  A = 2 | B = -5 | C = -16 | D = 3 | E = 3 | F = 4 | G = -13 | H = -14

20. Nc1nnc(-c2cn(-c3ccccc3)nc2-c2ccccc2)o1
  A = 1 | B = 2 | C = 2 | D = 1 | E = -7 | F = -2 | G = -13 | H = -24

21. Cn1nc(C(=O)N2CCN(S(=O)(=O)/C=C/c3ccccc3)CC2)c2ccccc2c1=O
  A = -5 | B = 1 | C = -4 | D = 3 | E = 4 | F = 1 | G = 6 | H = 4

22. CC1(C)CC(=O)c2sc(NC(=O)c3cccs3)nc2C1
  A = -3 | B = 0 | C = -18 | D = 66* | E = 52* | F = -1 | G = -57 | H = 80*

23. CCOc1ccc(CC(=O)OCn2nnc3ccccc3c2=O)cc1
  A = -5 | B = 1 | C = -14 | D = 8 | E = -4 | F = 13 | G = -2 | H = 36

24. COc1ccc(CNC(=S)N/N=C/c2ccc(O)c(OC)c2)cc1
  A = 7 | B = 0 | C = -12 | D = 2 | E = -1 | F = 6 | G = 2 | H = -4

25. COc1ccc(-c2nc(N)ncc2-c2ccc(OC)c(OC)c2)c(O)c1
  A = 1 | B = 1 | C = 48 | D = 4 | E = 0 | F = 2 | G = -44 | H = -20

26. CCOC(=O)CC(=O)CSc1nc2c(cc1C#N)CCC2
  A = -3 | B = -82 | C = -3 | D = -6 | E = -11 | F = 6 | G = i | H = -20

27. N=c1c(S(=O)(=O)c2ccc(Br)cc2)cc2c(=O)n3ccccc3nc2n1CCN1CCOCC1
  A = 7 | B = -33 | C = 12 | D = x | E = x | F = x | G = -395 | H = x

28. CC(=C/c1ccco1)/C=N/NC(=O)CSc1nnc(SCc2ccc(C)cc2)s1
  A = -6 | B = 0 | C = 15 | D = 3 | E = 3 | F = -90 | G = 13 | H = 14

29. Fc1ccc(Cn2cnc3ccccc32)cc1
  A = -1 | B = 0 | C = 2 | D = -4 | E = -7 | F = -1 | G = 13 | H = -17

30. COC(=O)CN1C(=O)C(C)(C)Oc2ccc(C(=O)NC3CC3)cc21
  A = 6 | B = -1 | C = 3 | D = -2 | E = 1 | F = 1 | G = -1 | H = -3

31. COc1ccc(-n2nnc3c(SCc4ccccc4)ncnc32)cc1
  A = 11 | B = 3 | C = 4 | D = 7 | E = 12 | F = 9 | G = -9 | H = 1

32. c1ccc2[nH]c(NC3=NCCC3)nc2c1
  A = -7 | B = -1 | C = -5 | D = -7 | E = 1 | F = 2 | G = 2 | H = -4

33. CS(=O)(=O)N(CC(=O)Nc1c(F)cccc1F)c1cccc([N+](=O)[O-])c1
  A = -8 | B = 0 | C = 11 | D = 9 | E = -3 | F = 3 | G = 26 | H = -16

34. COC(=O)[C@@H](NC(=O)NC1CCCCC1C)C(C)C (stereo partly drawn)
  A = 2 | B = 3 | C = -14 | D = 5 | E = 2 | F = -18 | G = 8 | H = -2

35. O=C(NC(=S)Nc1ccccc1N1CCCC1)c1ccccc1Br
  A = x | B = -8 | C = x | D = -3 | E = 10 | F = 34 | G = 22 | H = 42

36. CNS(=O)(=O)c1cnccc1N1CCN(c2cccc(Cl)c2)CC1
  A = -6 | B = 0 | C = 0 | D = 1 | E = 3 | F = 4 | G = 0 | H = -3

37. C=CC[C@H](CC(=O)NCCO)C(=O)N[C@H](COC(=O)[C@@H](CC=C)Cc1ccc(F)cc1)c1ccccc1
  A = -5 | B = 1 | C = 8 | D = 3 | E = -1 | F = 22 | G = 4 | H = -18

38. COc1ccc(-c2c(C#N)sc(C(N)=O)c2-c2ccc(OC)cc2)cc1
  A = 1 | B = 1 | C = -38 | D = -3 | E = -1 | F = 2 | G = -84 | H = -16

39. COc1cc(C(=S)N2CCOCC2)cc(OC)c1OS(=O)(=O)c1ccc(C)cc1
  A = -5 | B = 2 | C = 10 | D = 9 | E = -7 | F = 4 | G = 7 | H = -6

40. COc1cccc(CNC(=O)c2ccc(COc3ccccc3)cc2)c1
  A = -2 | B = 0 | C = 8 | D = -12 | E = -7 | F = 17 | G = 11 | H = -7

41. Cc1cc(C)c(C)c(S(=O)(=O)NCc2ccncc2)c1C
  A = -4 | B = -2 | C = 21 | D = 2 | E = -3 | F = -5 | G = 0 | H = -31

42. Cc1cc(C)n(-c2nc(N(C)C)nc(N3CCOCC3)n2)n1
  A = -9 | B = 2 | C = -8 | D = -2 | E = -9 | F = -3 | G = 15 | H = 6

43. Cc1ccc([N+](=O)[O-])c(OCCCN2CCC(Cc3ccccc3)CC2)c1
  A = -1 | B = 0 | C = 2 | D = x | E = x | F = x | G = 20 | H = x

44. CCOc1ccc(-c2nnc(N3CCOCC3)c3ccccc23)cc1
  A = 2 | B = 0 | C = 0 | D = 8 | E = -6 | F = 7 | G = 29 | H = -7

45. CCOCCn1c(CN(Cc2ccccc2)Cc2ccccc2)nc2c1c(=O)n(C)c(=O)n2C
  A = -4 | B = 1 | C = 8 | D = -12 | E = -3 | F = 21 | G = 20 | H = -4

46. O=C(O)c1ccc(NC(=O)c2ccccc2NC(=O)c2cccc(Br)c2)cc1
  A = -3 | B = 1 | C = 2 | D = 0 | E = 10 | F = -1 | G = 9 | H = 12

47. CC1=NN(C(N)=S)C(=O)C1N=Nc1ccc(O)cc1 (stereo not drawn)
  A = -20 | B = 4 | C = 8 | D = 22 | E = 13 | F = -8 | G = 0 | H = 28

48. COc1ccc(C(=O)N/C(=C\c2cn(C)c3ccccc23)C(=O)OCCN(C)C)cc1
  A = 1 | B = -15 | C = -8 | D = 0 | E = -2 | F = -8 | G = -17 | H = -3

49. COc1ccc(/C=C(/C(=O)c2ccc(Cl)cc2Cl)n2cncn2)cc1
  A = 11 | B = 0 | C = 4 | D = 4 | E = 3 | F = 15 | G = 24 | H = -3

50. O=C1c2ccccc2-c2nnc(-c3ccc(F)cc3)cc21
  A = -4 | B = 3 | C = 15 | D = 99* | E = 90* | F = 78* | G = 42* | H = 83*

51. O=C(c1ccc([N+](=O)[O-])cc1)N1C=CC(C(F)(F)F)=NCC1
  A = -2 | B = 3 | C = -20 | D = -3 | E = -15 | F = 4 | G = 11 | H = -24

52. Cc1cccc(OCc2nnc(SCC(=O)N3c4ccccc4CCc4ccccc43)o2)c1
  A = 0 | B = 0 | C = 8 | D = 4 | E = -6 | F = 5 | G = 7 | H = 42

53. Nc1nnc(SCC(=O)Nc2cc(F)ccc2F)s1
  A = 4 | B = 0 | C = 0 | D = 6 | E = -6 | F = 0 | G = 14 | H = -14

Fetched by compound from the list above:
Letters – A = HKDC1 inh; B = SENP1 FRET inh; C = PfG6PD inh; D = SENP7 inh; E = SENP8 block-1; F = Apaf-1 inh; G = SENP8 block-2; H = SENP6 inh
37. C=CC[C@H](CC(=O)NCCO)C(=O)N[C@H](COC(=O)[C@@H](CC=C)Cc1ccc(F)cc1)c1ccccc1
  A = -5 | B = 1 | C = 8 | D = 3 | E = -1 | F = 22 | G = 4 | H = -18

29. Fc1ccc(Cn2cnc3ccccc32)cc1
  A = -1 | B = 0 | C = 2 | D = -4 | E = -7 | F = -1 | G = 13 | H = -17

32. c1ccc2[nH]c(NC3=NCCC3)nc2c1
  A = -7 | B = -1 | C = -5 | D = -7 | E = 1 | F = 2 | G = 2 | H = -4
